Bioassay records as filed in PubChem BioAssay.
PAFAH2 inh: PAFAH2 (human) inhibition | Q99487 | recombinant PAFAH2, FP-rhodamine activity probe, fluorescence polarization | inhibition, % at 3.39 µM | 340,000 tested, 0.99% active;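 active means inhibition above the mean over all tested compounds plus 3 SD, cut at about 30% in these data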;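 further: inhibitors block probe labeling of enzyme so polarization drops; 0% = enzyme with DMSO and 100% = wells lacking PAFAH2 protein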
PAD4 FP inh: PAD4 (human) enzyme inhibition | Q9UM07 | recombinant PAD4, RCA probe fluorescence polarization | inhibition, % at 6.36 µM | 330,000 tested, 0.41% active;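 active means percent inhibition above a cutoff equal to the mean of all tested compounds plus 3 SD, cut at about 15% in these data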;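 further: 0% = PAD4 with RCA probe and DMSO and 100% = probe without PAD4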
Target sequence (Q9UM07 whole entry, looked up): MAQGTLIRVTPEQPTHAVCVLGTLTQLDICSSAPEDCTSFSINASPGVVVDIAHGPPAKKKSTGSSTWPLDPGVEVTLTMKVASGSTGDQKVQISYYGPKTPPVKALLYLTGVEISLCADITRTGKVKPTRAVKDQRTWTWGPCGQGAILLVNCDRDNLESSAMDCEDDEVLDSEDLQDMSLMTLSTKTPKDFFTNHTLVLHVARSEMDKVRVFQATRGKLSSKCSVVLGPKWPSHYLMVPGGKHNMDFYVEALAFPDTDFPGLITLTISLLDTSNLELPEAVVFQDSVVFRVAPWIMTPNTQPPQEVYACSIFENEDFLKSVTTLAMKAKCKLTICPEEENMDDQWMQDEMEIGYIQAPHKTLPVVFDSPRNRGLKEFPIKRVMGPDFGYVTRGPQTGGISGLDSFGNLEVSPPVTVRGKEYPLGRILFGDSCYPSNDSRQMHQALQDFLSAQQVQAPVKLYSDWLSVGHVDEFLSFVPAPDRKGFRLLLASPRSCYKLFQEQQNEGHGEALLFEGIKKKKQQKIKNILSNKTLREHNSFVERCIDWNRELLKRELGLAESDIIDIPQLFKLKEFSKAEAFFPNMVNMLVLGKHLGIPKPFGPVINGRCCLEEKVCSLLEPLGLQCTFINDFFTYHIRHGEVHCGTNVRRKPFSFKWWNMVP
PAFAH1B3 FP inh: blocks human PAF acetylhydrolase 1B catalytic subunit 3 | 340,000 tested, 0.28% active | recombinant PAFAH1B3, FP-rhodamine probe, fluorescence polarization | Q15102 | inhibition, % at 3.39 µM | AID 492972;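 active means inhibition above the screen-wide average of all tested compounds plus 3 SD, cut at about 25% in these data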;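 further: 0% = enzyme with DMSO only and 100% = wells lacking PAFAH1B3 protein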
PME-1 inh: blocks human protein phosphatase methylesterase 1. recombinant PME-1, FP-Rh probe fluorescence polarization. inhibition, % at 5.9 µM. 320,000 tested, 0.53% active;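 active means inhibition above the campaign mean of all compounds plus 3 SD, cut at about 26% in these data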;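 further: competitive labeling of PME-1 active site by serine hydrolase directed probe; 0% = PME-1 with DMSO and 100% = wells lacking PME-1 enzyme; inhibitors block probe labeling so polarization falls and inhibition rises; many of its hits are not listed in these tables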
LYPLA2 inh: LYPLA2 (human) inhibition in PME1 counter-screen; 320,000 tested, 0.38% active; recombinant LYPLA2, FP-Rh probe fluorescence polarization; AID 2177; inhibition, % at 5.9 µM;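 active means inhibition above the screen-wide mean plus 3 SD, limit set per campaign, cut at about 26% in these data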;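 further: 0% = LYPLA2 with DMSO and 100% = wells lacking LYPLA2 enzyme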
PAFAH1B2 inh: inhibitors of human PAFAH1B2; P68402; recombinant PAFAH1B2, FP-rhodamine activity probe, fluorescence polarization; inhibition, % at 3.39 µM; 340,000 tested, 1.2% active; AID 492953;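 active means inhibition above the mean of all tested compounds plus 3 SD, cut at about 24% in these data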;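 further: 0% = enzyme with DMSO and 100% = wells lacking PAFAH1B2; many of its hits are not listed in these tables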
GSTO1 inh: blocks human GSTO1 in RBBP9 counter-screen | P78417 | recombinant GSTO1, activity-based probe fluorescence polarization | inhibition, % at 5.96 µM | 300,000 tested, 1.1% active | AID 1974;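 active means inhibition above the campaign mean inhibition plus 3 SD, cut at about 35% in these data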;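 further: 0% = GSTO1-1 with DMSO and 100% = wells lacking GSTO1-1 enzyme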
Target sequence (P78417 whole entry, looked up): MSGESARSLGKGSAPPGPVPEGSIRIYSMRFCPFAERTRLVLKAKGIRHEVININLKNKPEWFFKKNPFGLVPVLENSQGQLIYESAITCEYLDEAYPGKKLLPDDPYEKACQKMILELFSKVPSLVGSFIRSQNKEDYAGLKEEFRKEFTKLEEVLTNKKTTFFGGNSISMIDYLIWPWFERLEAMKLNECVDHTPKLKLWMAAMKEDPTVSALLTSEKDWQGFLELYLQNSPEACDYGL
LYPLA1 counter: LYPLA1 (human) inhibition in PME1 counter-screen; O75608; recombinant LYPLA1, FP-Rh probe fluorescence polarization; inhibition, % at 5.9 µM; 320,000 tested, 0.16% active; AID 2174;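 active means inhibition above the mean of all tested compounds plus 3 SD, set per campaign, cut at about 14% in these data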;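 further: inhibitors block serine hydrolase probe labeling of LYPLA1 so polarization falls; 0% = enzyme with DMSO and 100% = wells lacking LYPLA1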
Target sequence (O75608 whole entry, looked up): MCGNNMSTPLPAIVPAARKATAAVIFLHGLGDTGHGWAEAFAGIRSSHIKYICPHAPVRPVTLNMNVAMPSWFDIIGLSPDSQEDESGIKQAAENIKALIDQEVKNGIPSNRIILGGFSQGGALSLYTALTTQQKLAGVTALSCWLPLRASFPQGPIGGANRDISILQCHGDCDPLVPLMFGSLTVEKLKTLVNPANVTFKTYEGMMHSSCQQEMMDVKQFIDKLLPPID
pPAFAH inh: inhibitors of human plasma PAF acetylhydrolase (pPAFAH). Q13093. recombinant pPAFAH, FP-rhodamine probe fluorescence polarization. inhibition, % at 3.39 µM. 330,000 tested, 1.5% active. AID 463082;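 active means inhibition above the mean inhibition across the screen plus 3 SD, cut at about 25% in these data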;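 further: inhibitors block binding of the rhodamine activity-based probe so polarization drops; 0% = enzyme with DMSO and 100% = wells lacking pPAFAH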
* hit, by the source's call. Some of the compounds tested. The share of hits here may be higher or lower than overall.

How did COc1ccc(/C=N/NC(=O)c2cc[n+]([O-])cc2)cc1OC do in these assays?
PAFAH2 inh: -1; PAD4 FP inh: -4; PAFAH1B3 FP inh: 1; PME-1 inh: -2; LYPLA2 inh: -3; PAFAH1B2 inh: 6; GSTO1 inh: -2; LYPLA1 counter: 3; pPAFAH inh: 7

How did COc1ccc(N(C(=O)Cn2nnc(-c3ccc(F)cc3)n2)C(C)C(=O)NC2CCCC2)cc1 (configuration not stated) do in these assays?
PAFAH2 inh: -10; PAD4 FP inh: 3; PAFAH1B3 FP inh: 2; PME-1 inh: 1; LYPLA2 inh: -1; PAFAH1B2 inh: 0; GSTO1 inh: 2; LYPLA1 counter: 1; pPAFAH inh: 3

How did O=C(Nc1ccc(F)cc1F)c1csc(-c2ccncc2)n1 do in these assays?
PAFAH2 inh: -1; PAD4 FP inh: -1; PAFAH1B3 FP inh: 2; PME-1 inh: 7; LYPLA2 inh: 6; PAFAH1B2 inh: 1; GSTO1 inh: -1; LYPLA1 counter: 3; pPAFAH inh: 3

What do the screens show for `Cc1cccc(C)c1NC(=O)CSc1ncnc2nc[nH]c12`?
PAFAH2 inh: 1; PAD4 FP inh: 1; PAFAH1B3 FP inh: 3; PME-1 inh: -4; LYPLA2 inh: 5; PAFAH1B2 inh: 0; GSTO1 inh: -7; LYPLA1 counter: 1; pPAFAH inh: 5

Results for Cc1ccc(C)n1-c1ccc(C(=O)NN)s1 ?
PAFAH2 inh: 0; PAD4 FP inh: -5; PAFAH1B3 FP inh: 4; PME-1 inh: 4; LYPLA2 inh: 4; PAFAH1B2 inh: 3; GSTO1 inh: 13; LYPLA1 counter: -2; pPAFAH inh: 17

How did COC(=O)CSc1nc(N2CCOCC2)c2c(c1C#N)CC(C)(C)OC2 do in these assays?
PAFAH2 inh: 4; PAD4 FP inh: -2; PAFAH1B3 FP inh: 16; PME-1 inh: 3; LYPLA2 inh: -3; PAFAH1B2 inh: 3; GSTO1 inh: -2; LYPLA1 counter: -4; pPAFAH inh: -1

How did COCCn1c(SC(C)C(=O)NCC2CCCO2)nc2sc3c(c2c1=O)CCC3 (configuration not stated) do in these assays?
PAFAH2 inh: 4; PAD4 FP inh: 4; PAFAH1B3 FP inh: 5; PME-1 inh: 1; LYPLA2 inh: 8; PAFAH1B2 inh: -1; GSTO1 inh: -4; LYPLA1 counter: 1; pPAFAH inh: 4

How did CCOC(=O)c1cc(-c2ccccc2)sc1NC(=O)CCN1C(=O)c2ccccc2C1=O do in these assays?
PAFAH2 inh: -6; PAD4 FP inh: 5; PAFAH1B3 FP inh: 9; PME-1 inh: 0; LYPLA2 inh: 2; PAFAH1B2 inh: -5; GSTO1 inh: 8; LYPLA1 counter: -2; pPAFAH inh: -1

How did O=C(c1cccs1)c1cn(CC(=O)N2CCc3ccccc3C2)c2ccccc12 do in these assays?
PAFAH2 inh: -11; PAD4 FP inh: -4; PAFAH1B3 FP inh: -2; PME-1 inh: -5; LYPLA2 inh: -7; PAFAH1B2 inh: 0; GSTO1 inh: -5; LYPLA1 counter: -4; pPAFAH inh: 7

What do the screens show for `COc1cccc(C(=O)COC(=O)CCC(=O)NC2CCCCC2)c1`?
PAFAH2 inh: -6; PAD4 FP inh: -3; PAFAH1B3 FP inh: -1; PME-1 inh: -3; LYPLA2 inh: 4; PAFAH1B2 inh: 3; GSTO1 inh: 3; LYPLA1 counter: -1; pPAFAH inh: 7

What do the screens show for `O=C(COC(=O)c1ccc(S(=O)(=O)N2CCOCC2)cc1)NCc1ccccc1`?
PAFAH2 inh: 8; PAD4 FP inh: -2; PAFAH1B3 FP inh: 6; PAFAH1B2 inh: 7; pPAFAH inh: -7

How did O=C(CO/N=C/c1ccccc1Cl)N1CCCc2ccccc21 do in these assays?
PAFAH2 inh: 4; PAD4 FP inh: -2; PAFAH1B3 FP inh: 7; PME-1 inh: 8; LYPLA2 inh: 15; PAFAH1B2 inh: 5; GSTO1 inh: 5; LYPLA1 counter: -1; pPAFAH inh: 3

How did COc1ccccc1CNC(=O)C(C)Sc1ccc(C)cc1 (configuration not stated) do in these assays?
PAFAH2 inh: 1; PAD4 FP inh: 3; PAFAH1B3 FP inh: 7; PME-1 inh: 0; LYPLA2 inh: -1; PAFAH1B2 inh: 11; GSTO1 inh: 4; LYPLA1 counter: -2; pPAFAH inh: 1

Results for CCN(Cc1ccc(O)cc1)CC1CCCN(CCc2cccc(F)c2)C1 (configuration not stated) ?
PAFAH2 inh: -3; PAD4 FP inh: -2; PAFAH1B3 FP inh: 5; PME-1 inh: -2; LYPLA2 inh: -3; PAFAH1B2 inh: 3; GSTO1 inh: 27; LYPLA1 counter: 1; pPAFAH inh: -2

How did C[C@H](NC(=O)C1CCN(S(=O)(=O)c2ccccc2)CC1)C(=O)NCc1cccc(C(F)(F)F)c1 do in these assays?
PAFAH2 inh: 2; PAD4 FP inh: 3; PAFAH1B3 FP inh: 8; PME-1 inh: 3; LYPLA2 inh: 6; PAFAH1B2 inh: 1; GSTO1 inh: -4; LYPLA1 counter: 4; pPAFAH inh: 7

How did Cc1c(CC(=O)O)c(=O)oc2cc3occ(-c4ccc(F)cc4)c3cc12 do in these assays?
PAFAH2 inh: 3; PAD4 FP inh: 0; PAFAH1B3 FP inh: 6; PME-1 inh: 2; LYPLA2 inh: 9; PAFAH1B2 inh: 3; GSTO1 inh: 4; LYPLA1 counter: 0; pPAFAH inh: 6

Results for CCc1ccc(N(CC(=O)Nc2sc3c(c2C(=O)OC)CCCC3)S(C)(=O)=O)cc1 ?
PAFAH2 inh: -3; PAD4 FP inh: 7; PAFAH1B3 FP inh: 4; PME-1 inh: 2; LYPLA2 inh: 3; PAFAH1B2 inh: -3; GSTO1 inh: 9; LYPLA1 counter: 0; pPAFAH inh: -1

How did Cc1cc2ccccc2c(=O)n1CC(=O)NCCC1=CCCCC1 do in these assays?
PAFAH2 inh: 6; PAD4 FP inh: -2; PAFAH1B3 FP inh: 5; PME-1 inh: -4; LYPLA2 inh: 7; PAFAH1B2 inh: 3; GSTO1 inh: -6; LYPLA1 counter: -1; pPAFAH inh: 2

What do the screens show for `Cc1ccc(Oc2nsnc2N2CCOCC2)cc1`?
PAFAH2 inh: 7; PAD4 FP inh: -3; PAFAH1B3 FP inh: 7; PME-1 inh: 1; LYPLA2 inh: 5; PAFAH1B2 inh: 4; GSTO1 inh: 0; LYPLA1 counter: 3; pPAFAH inh: 4

How did Cc1nc(=O)c(-c2ccccc2)c(C)n1CCCO do in these assays?
PAFAH2 inh: -6; PAD4 FP inh: -1; PAFAH1B3 FP inh: 1; PME-1 inh: -2; LYPLA2 inh: -3; PAFAH1B2 inh: 5; GSTO1 inh: 0; LYPLA1 counter: 0; pPAFAH inh: 4

Results for COc1cc(OC)cc(C(=O)Nc2nc3ccccc3[nH]2)c1 ?
PAFAH2 inh: 0; PAD4 FP inh: 2; PAFAH1B3 FP inh: 14; PME-1 inh: 0; LYPLA2 inh: 3; PAFAH1B2 inh: -1; GSTO1 inh: -7; LYPLA1 counter: 0; pPAFAH inh: -3

What do the screens show for `COC(=O)C1CC(=O)N(CCc2c[nH]c3ccccc23)C1` (configuration not stated)?
PAFAH2 inh: 5; PAD4 FP inh: -1; PAFAH1B3 FP inh: 0; PME-1 inh: -1; LYPLA2 inh: 7; PAFAH1B2 inh: 6; GSTO1 inh: -2; LYPLA1 counter: 3; pPAFAH inh: 4

What do the screens show for `CCN(C(=O)c1cccc(F)c1)c1ccccc1C`?
PAFAH2 inh: 6; PAD4 FP inh: -4; PAFAH1B3 FP inh: 7; PME-1 inh: 2; LYPLA2 inh: 1; PAFAH1B2 inh: 7; GSTO1 inh: 3; LYPLA1 counter: -1; pPAFAH inh: 4

What do the screens show for `Cc1cc(C)cc(OCC(=O)OCC(=O)NC2CC2)c1`?
PAFAH2 inh: 1; PAD4 FP inh: -1; PAFAH1B3 FP inh: 12; PAFAH1B2 inh: -3; pPAFAH inh: 27*

Results for CCCCOC(=O)Nc1ccc(C(C)C)cc1 ?
PAFAH2 inh: 3; PAD4 FP inh: -2; PAFAH1B3 FP inh: 6; PME-1 inh: -2; LYPLA2 inh: -4; PAFAH1B2 inh: 2; GSTO1 inh: 0; LYPLA1 counter: 1; pPAFAH inh: 5

Results for O=C(CN1C(=O)NC2(CCCCC2)C1=O)Nc1ccccc1Cl ?
PAFAH2 inh: -4; PAD4 FP inh: -4; PAFAH1B3 FP inh: 6; PME-1 inh: -1; LYPLA2 inh: -5; PAFAH1B2 inh: 3; GSTO1 inh: 1; LYPLA1 counter: -1; pPAFAH inh: 2

Results for Cc1cc(NS(=O)(=O)c2ccc(NC(=O)CNS(=O)(=O)c3ccccc3)cc2)nc(C)n1 ?
PAFAH2 inh: 5; PAD4 FP inh: 1; PAFAH1B3 FP inh: -2; PAFAH1B2 inh: 5; pPAFAH inh: 4

How did CCN(CC)S(=O)(=O)c1ccc2[nH]cc(C(=O)NC3CC3)c(=O)c2c1 do in these assays?
PAFAH2 inh: 10; PAD4 FP inh: 1; PAFAH1B3 FP inh: 8; PME-1 inh: -6; LYPLA2 inh: -3; PAFAH1B2 inh: 8; GSTO1 inh: 0; LYPLA1 counter: -5; pPAFAH inh: -10

How did Clc1ccc(OCCn2ccnc2)c(Br)c1 do in these assays?
PAFAH2 inh: 5; PAD4 FP inh: 1; PAFAH1B3 FP inh: 9; PME-1 inh: -2; LYPLA2 inh: 0; PAFAH1B2 inh: 1; GSTO1 inh: -15; LYPLA1 counter: -1; pPAFAH inh: -4

What do the screens show for `COc1ccc(OCC(=O)Nc2ccccc2O)cc1`?
PAFAH2 inh: -9; PAD4 FP inh: 2; PAFAH1B3 FP inh: 5; PME-1 inh: -27; LYPLA2 inh: -1; PAFAH1B2 inh: 2; GSTO1 inh: -1; LYPLA1 counter: 1; pPAFAH inh: -1

What do the screens show for `CSc1ccc(CCNS(=O)(=O)c2csc(C(N)=O)c2)cc1`?
PAFAH2 inh: 9; PAD4 FP inh: 2; PAFAH1B3 FP inh: 3; PME-1 inh: 2; LYPLA2 inh: -8; PAFAH1B2 inh: 14; GSTO1 inh: 19; LYPLA1 counter: -1; pPAFAH inh: 9

How did COc1ccccc1/C=C/C=N/N1CCN(Cc2cccc3ccccc23)CC1 do in these assays?
PAFAH2 inh: 2; PAD4 FP inh: 2; PAFAH1B3 FP inh: 2; PME-1 inh: -2; LYPLA2 inh: 0; PAFAH1B2 inh: 2; GSTO1 inh: 8; LYPLA1 counter: -2; pPAFAH inh: 7

What do the screens show for `O=C(CCCn1c(=S)[nH]c2cc3c(cc2c1=O)OCO3)NCc1ccccc1Cl`?
PAFAH2 inh: -2; PAD4 FP inh: 0; PAFAH1B3 FP inh: 9; PME-1 inh: -2; LYPLA2 inh: 5; PAFAH1B2 inh: 4; GSTO1 inh: 7; LYPLA1 counter: 2; pPAFAH inh: -2

What do the screens show for `CCOc1ccc(N=C(C)c2ccccc2O)cc1`?
PAFAH2 inh: -5; PAD4 FP inh: -1; PAFAH1B3 FP inh: 6; PME-1 inh: 4; LYPLA2 inh: -13; PAFAH1B2 inh: 0; GSTO1 inh: 1; LYPLA1 counter: -7; pPAFAH inh: -5

Results for O=C(CCN1C(=O)/C(=C/c2ccccc2)SC1=S)Nc1cccnc1 ?
PAFAH2 inh: -4; PAD4 FP inh: -3; PAFAH1B3 FP inh: 7; PME-1 inh: -3; LYPLA2 inh: -3; PAFAH1B2 inh: 4; GSTO1 inh: 8; LYPLA1 counter: 0; pPAFAH inh: 2

What do the screens show for `COc1ccccc1OCCNC(=O)c1ccc2c(c1)CCC2`?
PAFAH2 inh: -6; PAD4 FP inh: 2; PAFAH1B3 FP inh: 9; PME-1 inh: 0; LYPLA2 inh: -2; PAFAH1B2 inh: 5; GSTO1 inh: 7; LYPLA1 counter: 0; pPAFAH inh: 3
